Assay outcomes (PubChem BioAssay)
SKBR3 24h inh: SK-BR-3 proliferation inhibitors | AID 847 | SK-BR-3 viability, CellTiter-Glo ATP luminescence, 24 h; active compounds read low | viability, % at 10 µM | 0.47% of 41,000 active;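 active means viability at or below the median of all test compounds minus 3 SD, in both replicates if run twice, cut at about 45% in these data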;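 further: 100% = median untreated cell wells and 0% = median positive control drug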
Starred values were filed as active, the others as inactive. An excerpt; rates above refer to the full screens.

Structure | SKBR3 24h inh
O=C(Nc1cccc(-c2nc3cc(Cl)ccc3o2)c1)C1CCCO1 (stereo unspecified) | 88.7
COC(=O)CN(c1cccc(C(C)=O)c1)S(C)(=O)=O | 93.2
CC(C)(C)Cc1nc(-c2ccccn2)no1 | 112.0
O=C(N1CCCCC1)C1(c2ccccc2)CCOCC1 | 105.1
CC(C(=O)NCc1ccc2c(c1)OCO2)N(c1ccccc1)S(C)(=O)=O (stereo unspecified) | 74.1
O=C(CCS(=O)(=O)c1cccs1)NC1CCCCCC1 | 99.1
Clc1ccc(-c2nnc(NC3=NCCCCC3)o2)cc1 | 90.0
COc1ccc(-c2cc3nc4n(c(=O)c3s2)CCC4)cc1 | 89.5
COCc1cc(C)nc2sc(C(=O)N3CCCC3)c(N)c12 | 99.8
O=C1/C(=N/n2cnnc2)c2ccccc2N1Cc1ccccc1 | 90.5
CCn1c(=O)n(CC(=O)NCc2ccccc2OC)c(=O)c2ccccc21 | 81.9
CC1CCN(C(=O)c2scc3c2OCCO3)CC1 | 94.5
CCOCCCNC(=O)C(c1ccccc1)N(Cc1ccc2c(c1)OCO2)C(=O)CNC(C)=O (stereo unspecified) | 100.2
COc1ccc(C2/C(=C(/O)c3ccc(OC(C)C)cc3)C(=O)C(=O)N2CCCN2CCOCC2)cc1 (stereo unspecified) | 86.0
CCN1CCN(Cc2c(C)[nH]c3ccc(C(=O)OC)cc3c2=O)CC1 | 115.7
O=C(NCc1cccs1)[C@@H]1CSC2c3ccccc3C(=O)N21 (stereo partly specified) | 96.5
CC1CCCC(C)N1C(=O)c1cc(-c2ccc(Cl)c(Cl)c2)on1 (stereo unspecified) | 80.5
COC(=O)C1=C(C)n2nnnc2NC1c1cc2ccccc2o1 (stereo unspecified) | 90.7
Cn1c(=O)n(C)c2cc(S(=O)(=O)N3CCCc4ccccc43)ccc21 | 98.7
O=C(c1ccco1)N1CCN(C(=O)c2cc3c(=O)oc4ccccc4c3s2)CC1 | 88.1
CSc1ccccc1C(=O)NCc1ccc2c(c1)OCO2 | 89.4
CCCCOc1ccccc1C(=O)NCC(=O)O | 89.7
O=C(O)c1ccc(S(=O)(=O)Cc2ccccc2)cc1 | 117.5
Cc1cc(=O)n(-c2ccc3ccccc3n2)[nH]1 | 82.2
COc1cccc(-c2nnn(CC(=O)O)n2)c1 | 99.0
CCC(C)NC(=O)CCC(=O)Nc1ccc2nc(N3CCOCC3)cc(C)c2c1 (stereo unspecified) | 86.8
O=C(CSc1ncccn1)NCCc1ccccc1 | 89.6
COc1ccc(-c2cc(-c3ccccc3)n3ncnc3n2)cc1 | 101.1
C=C(C)Cn1c(CCNC(=O)C(C)(C)C)nc2ccccc21 | 86.4
COc1ccc2c(c1)C(=NO)c1cc(OC)ccc1-2 | 100.3

Continued:
Structure | SKBR3 24h inh
COc1ccc(NC(=O)CSc2nc3c(c(=O)n2-c2ccc(F)cc2)SCC3)c(OC)c1 | 76.8
CC1CC(c2ccccc2)n2nc(NC(=O)c3ccco3)nc2N1 (stereo unspecified) | 91.7
COc1ccccc1NC(=O)N1CCCC1C(=O)NC1CCCCC1 (stereo unspecified) | 100.6
CCC(=O)Nc1ccccc1C(=O)OCC(=O)Nc1ccc(S(N)(=O)=O)cc1 | 79.2
Cn1c(=O)c2c(nc(Br)n2CCSc2nc3ccccc3o2)n(C)c1=O | 89.4
COc1cc(NS(=O)(=O)c2ccc(NC(=O)CSC3=NCCS3)cc2)nc(OC)n1 | 99.0
CC(C)N1C(=O)C2ON(c3ccccc3)C(c3cccs3)C2C1=O (stereo unspecified) | 95.2
CCCCN1CN(S(=O)(=O)c2cccs2)c2nc3ccccc3nc21 | 87.7
COc1ccc(-c2cc(C(=O)Nc3cnn(Cc4ccccc4C)c3)no2)cc1OC | 90.0
CCn1c(COc2ccccc2)nnc1SCC(=O)Nc1ccc2c(c1)OCCO2 | 87.3
CCCCCC1CC(=O)N(Cc2ccc(Cl)cc2)C(=O)N1 (stereo unspecified) | 83.3
Cn1c(=O)[nH]c(=O)c2c1nc(N(CCO)Cc1ccccc1)n2CCCc1ccccc1 | 98.4
Cn1c(SCC(=O)C(C)(C)C)nnc1-c1cccnc1 | 85.2
CC1Cc2ccccc2N1C(=O)CSc1nc(-c2ccco2)cc(C(F)(F)F)n1 (stereo unspecified) | 129.7
NCCNCCNCCN | 87.8
O=C(CCCNS(=O)(=O)c1cccc2nsnc12)NCCc1ccccc1 | 76.6
COc1ccccc1Nc1nc(N)nc(CN2CCc3ccccc3C2)n1 | 106.4
COC(=O)CSc1nc2cc(C)ccc2cc1C#N | 102.4
CCOC(=O)c1sc2nc(N3CCOCC3)c3c(c2c1N)CCCC3 | 56.9
CC1(C)CC(=O)C2=C(C1)N(CCN1CCOCC1)C1=C(C(=O)CC(C)(C)C1)C2c1cccc(F)c1 | 72.2
Cc1ccc2c(C)c(C(=O)Nc3nnc(C)s3)oc2c1 | 89.8
COc1ccc(N2C(=O)CC(Nc3ccc(N4CCOCC4)cc3)C2=O)c(OC)c1 (stereo unspecified) | 104.6
O=c1[nH]c(NC2CCCCC2)nnc1Cc1ccccc1 | 123.2
OC(c1ccc(Cl)cc1Cl)C(Cc1cccnc1)n1cncn1 (stereo unspecified) | 102.0
COc1cccc(NC(=O)CSc2nc(N)cc(N)n2)c1 | 116.8
CC(C)(C)NC(=O)/C=N/O | 88.2
Cc1ccccc1NC(=O)CCC(=O)OCCCC(F)(F)C(F)(F)F | 100.8
CC(c1ccccc1F)n1cc(C(=O)NCc2ccncc2)nn1 (stereo unspecified) | 94.3
COc1ccc(S(=O)(=O)NCc2ccco2)c2ccccc12 | 96.3
O=C(CSc1ccccn1)Nc1ccc(Br)cn1 | 88.7

(list continues)
Structure | SKBR3 24h inh
Cc1cc(N)n2nc(-c3ccccc3)cc2n1 | 84.8
O=C(Nc1nc(-c2ccco2)cs1)c1ccccc1 | 76.8
Cc1ccc(-n2nc(C)c3c2OC(N)=C(C#N)C3c2ccc(F)cc2)cc1 (stereo unspecified) | 103.8
NC(=O)c1oc2ccc(Cl)cc2c1N | 77.5
O=C(NC(C(=O)c1ccccc1)n1ccc(=O)[nH]c1=O)c1ccccc1 (stereo unspecified) | 107.6
CC1(C)CC(=O)C2=C(C1)Oc1ncn(CCCn3ccnc3)c(=N)c1C2c1ccccc1 (stereo unspecified) | 86.5
Cc1nn(-c2ccccc2)c2c1C(c1cccnc1)N1C=C(S(=O)(=O)N3CCCCC3)C=CC1=N2 (stereo unspecified) | 87.2
COc1cc(C(=O)Nc2cc(C)ccn2)cc(OC)c1OC | 102.0
CCCc1nc2oc3c(NCC4CCCO4)ncnc3c2c2c1COC(C)(C)C2 (stereo unspecified) | 88.8
C=CCSc1nc(N)c(C(=O)Nc2ccccc2C)cc1C(N)=O | 91.2
O=C(c1coc(=O)c(Br)c1)N1CCOCC1 | 72.0
COc1ccc(NC(=O)c2cc(C(C)C)on2)cc1OC | 86.7
CC(C)COC(=O)NCCCOC(=O)Nc1ccccc1 | 86.9
CC(C)C[C@H](NC(=O)Nc1cccc(Cl)c1)C(=O)O | 83.1
COc1ccc(-c2cc(C(=O)OCC(=O)N(C)C)c3ccccc3n2)cc1 | 79.4
N#Cc1nc(-c2ccc(OCc3ccccc3)cc2)oc1N1CCOCC1 | 92.6
CCOC(=O)COc1cc2c(C(=O)OCC)c(C)oc2cc1Br | 95.2
CC(C)N(Cc1cc2ccccc2[nH]c1=O)C(=O)C1CCCCC1 | 97.2
O=C(O)CC1SC(=Nc2cccc(O)c2)NC1=O (stereo unspecified) | 96.3
COCCN(C(=O)c1ccccc1)c1nnc(-c2cccnc2)s1 | 94.2
COc1cc(C2C(C#N)=C(N)Oc3n[nH]c(-c4ccncc4)c32)cc(OC)c1OC (stereo unspecified) | 80.0
Cc1cc2ncn(CC(O)COc3cccc(C(=O)O)c3)c2cc1C (stereo unspecified) | 111.3
CCOC(=O)N(Cc1ccccc1)C(C(=O)O)C(C(=O)O)N(Cc1ccccc1)C(=O)OCC (stereo unspecified) | 102.9
CC12CCC(C(=O)NCc3cccnc3)(OC1=O)C2(C)C (stereo unspecified) | 116.2
CC1(C(=O)O)CC(C)(C(=O)O)CC(C)(C(=O)O)C1 (stereo unspecified) | 89.9
COc1ccc(OC)c(NC(=O)CSC2=NCCS2)c1 | 92.2
CC(C)(C)NC(=O)C(Cc1ccccc1)NS(=O)(=O)c1cccc2nsnc12 (stereo unspecified) | 88.9
O=C(CSc1nnc(-c2cccnc2)n1CCc1ccccc1)N1CCCCC1 | 84.9
O=C(COc1ccc(Br)cc1)Nc1ccc(-c2nnc(-c3ccco3)o2)cc1 | 100.1
Cc1ccc2cccc(O)c2[n+]1[O-] | 82.0

4 compounds from above, arranged by molar mass, rising:
Structure | SKBR3 24h inh
CC1(C(=O)O)CC(C)(C(=O)O)CC(C)(C(=O)O)C1 (stereo unspecified) | 89.9
COCCN(C(=O)c1ccccc1)c1nnc(-c2cccnc2)s1 | 94.2
CCOC(=O)N(Cc1ccccc1)C(C(=O)O)C(C(=O)O)N(Cc1ccccc1)C(=O)OCC (stereo unspecified) | 102.9
Cc1nn(-c2ccccc2)c2c1C(c1cccnc1)N1C=C(S(=O)(=O)N3CCCCC3)C=CC1=N2 (stereo unspecified) | 87.2

The listing picks up; the three compounds before the break are reprinted first.
Structure | SKBR3 24h inh
O=C(CSc1nnc(-c2cccnc2)n1CCc1ccccc1)N1CCCCC1 | 84.9
O=C(COc1ccc(Br)cc1)Nc1ccc(-c2nnc(-c3ccco3)o2)cc1 | 100.1
Cc1ccc2cccc(O)c2[n+]1[O-] | 82.0
Cc1ccc(N2CC(C(=O)Nc3ccc(S(=O)(=O)N4CCOCC4)cc3)CC2=O)cc1 (stereo unspecified) | 100.5
CCCCCn1c(CN2CCN(c3cccc(Cl)c3)CC2)nc2c1c(=O)n(C)c(=O)n2C | 78.3
COc1ccccc1Nc1ccc(C(=O)NC2CCCCC2)cn1 | 79.0
CN(C)c1nc(N)nc(CSc2nc3cc(Cl)ccc3o2)n1 | 87.9
CC1(C)Cc2ccccc2-c2nnc(-c3ccccn3)n21 | 75.0
CN(c1ccccc1)C(c1ccc(F)cc1)c1nnnn1CC1CCCO1 (stereo unspecified) | 67.7
CC1=C(NCCc2ccccc2)CCC1=O | 67.4
COc1ccc(-c2nnc(SCC(=O)N3CCCc4ccccc43)o2)cc1OC | 97.2
COc1ccc(NC(=O)C2CCCNC2)cc1OCC(C)C (stereo unspecified) | 88.6
CN1CC2CCCC3(C1)C(=O)NC1(CCCCC1)N=C23 (stereo unspecified) | 87.6
CCOC(=O)CS(=O)(=O)c1ccc2ccccc2c1 | 104.9
O=C(C1CCN(S(=O)(=O)c2ccc3ccccc3c2)CC1)N1CCN(c2ncccn2)CC1 | 80.5
COC(=O)[C@@H](NC(=O)Nc1ccc2c(c1)OCCO2)C(C)C | 87.8
O=C(CCn1c(=O)oc2ccccc21)NCc1cccs1 | 74.0
CCCCCCn1c(SCCN2CCOCC2)nc2c1c(=O)[nH]c(=O)n2C | 80.0
COc1ccc(CCNC(=O)CSc2nc(C)nc3c2oc2ccccc23)cc1OC | 130.6
Cc1oc2ccc(OCC(N)=O)cc2c1C(=O)OC(C)C | 70.4
COc1ccc(NC(=O)Cn2cnc3c(cnn3-c3ccc(C)c(C)c3)c2=O)c(OC)c1 | 78.1
CCCNC(=O)CCC(NS(=O)(=O)c1ccc(C)cc1)C(=O)NCCC (stereo unspecified) | 98.9
COC(=O)C1=C(C)NC(=O)C1(NC(=O)c1cccnc1)C(F)(F)F (stereo unspecified) | 68.4
O=C(NC(Cc1c[nH]c2ccccc12)c1nnc2n1CCCCC2)c1cccs1 (stereo unspecified) | 102.2
O=C(NCc1cccs1)c1ccc2c(c1)OCCO2 | 72.0
N#Cc1cnn(-c2nc(SCc3ccccc3)nc3sc4c(c23)CCCC4)c1N | 86.7
Nc1ccc2cn[nH]c2c1 | 96.2
COC(=O)C1CCN(c2nc3ccccc3nc2C(C#N)C(=O)OCC(C)C)CC1 (stereo unspecified) | 85.8
c1ccc2oc(NC3=NCN(CC4CCCO4)CN3)nc2c1 (stereo unspecified) | 89.8
CCOC(=O)c1cc(-c2ccc(F)cc2)n(CC(=O)N2CCCC2)c1C | 80.1
CCSc1nnc(-c2ccc(S(=O)(=O)N3CCOCC3)cc2)n1CC1CCCO1 (stereo unspecified) | 108.6
CCOC(=O)Nc1ccc(NC(=O)c2c(OC)cccc2OC)cc1 | 101.8
COc1nc(-c2ccccc2)ccc1-c1noc(-c2ccccc2F)n1 | 79.5

4 compounds picked at random from those above:
Structure | SKBR3 24h inh
COc1ccc(OC)c(NC(=O)CSC2=NCCS2)c1 | 92.2
COc1ccc(-c2cc(-c3ccccc3)n3ncnc3n2)cc1 | 101.1
CC(C(=O)NCc1ccc2c(c1)OCO2)N(c1ccccc1)S(C)(=O)=O (stereo unspecified) | 74.1
CCCCCC1CC(=O)N(Cc2ccc(Cl)cc2)C(=O)N1 (stereo unspecified) | 83.3

(further entries)
Structure | SKBR3 24h inh
CCC(NC(=O)NC1=NCCS1)(C(F)(F)F)C(F)(F)F | 109.3
CCOc1ccc(-n2c(SCC(=O)NCc3ccco3)nc3c(c2=O)SCC3)cc1 | 61.0
C1=Nc2c(NCc3ccccc3)ncnc2Oc2ccccc21 | 72.4
C=CCOc1cccc(C2/C(=C(/O)c3ccccc3)C(=O)C(=O)N2CCN2CCOCC2)c1 (stereo unspecified) | 83.9
O=C(c1ccco1)N1CCN(S(=O)(=O)c2ccc(F)cc2)CC1 | 88.7
CC1=Nn2c(nnc2-c2ccccc2F)SC1 | 90.1
O=C(OCc1ccc(F)cc1Cl)c1ccccn1 | 123.1
CC(O)Cn1ccccc1=N (stereo unspecified) | 97.9
COCC(=O)Nc1ccccc1C(=O)NC(C)C | 94.0
